# Assay outcomes as filed in PubChem.
# CHO parental Ca: ATP-evoked calcium signal inhibitors, parental CHO, primary screen, counter-screen for OX1R antagonist project, cell-based, fluorescence, Fluo-8 calcium dye; parental CHO-K1, ATP-induced calcium, Fluo-8 fluorescence; inhibition, % at 5.6 µM; 330,000 compounds, 0.63% hits;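 active means inhibition above that plate's mean sample inhibition plus 3 SD, cut at about 26% in these data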;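 further: 0% = ATP-challenged DMSO wells and 100% = DMSO wells without ATP; some compounds past the cut are filed as inactive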
#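 test system = CHO parental line | reagent = ATP stimulus | measured by = intracellular calcium via Fluo-8 no-wash fluorescent dye | control set = ATP and no-ATP DMSO wells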
# OXTR potentiator: human OXTR potentiators, primary screen, fluorescence, CHO-OTR cells, Fluo-8 calcium | Fluo-8 calcium fluorescence, potentiator mode; 0% = oxytocin EC15, 100% = EC100 | 320,000 compounds, 0.061% hits | activation, % at 3 µM | Oxytocin receptor (Homo sapiens), P30559;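 active means activation above that plate's cutoff, the mean activation of tested compounds plus 3 SD, cut at about 6.6% in these data, passing the limit was not always enough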;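 further: 100% uses oxytocin at 75 nM as the full agonist control; some results filed as inactive read as strong as hits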
#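 assay system = CHO-OTR cells, human receptor | schedule = compound 6 min at room temperature before oxytocin, 100 s read | detection = Fluo-8 intracellular calcium fluorescence, ex 470-495, em 515-575 nm | evaluation = normalized max/min fluorescence ratio, % activation | control set = EC15 oxytocin alone as 0%, 75 nM oxytocin (EC100) as 100%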
# TAAR1 agonist: human TAAR1 agonists, primary screen, Fluo-8 calcium fluorescence, CHO RD-HGA16 cells; AID 624467, 2012; 360,000 compounds, 0.99% hits; activation, % at 3 µM; Trace amine-associated receptor 1 (Homo sapiens), Q96RJ0; vehicle wells 0%, saturating PEA agonist 100%;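 active means activation above the mean activation of all test compounds in the run plus 3 SD, cut at about 38% in these data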
# Target sequence (Q96RJ0 whole entry, looked up): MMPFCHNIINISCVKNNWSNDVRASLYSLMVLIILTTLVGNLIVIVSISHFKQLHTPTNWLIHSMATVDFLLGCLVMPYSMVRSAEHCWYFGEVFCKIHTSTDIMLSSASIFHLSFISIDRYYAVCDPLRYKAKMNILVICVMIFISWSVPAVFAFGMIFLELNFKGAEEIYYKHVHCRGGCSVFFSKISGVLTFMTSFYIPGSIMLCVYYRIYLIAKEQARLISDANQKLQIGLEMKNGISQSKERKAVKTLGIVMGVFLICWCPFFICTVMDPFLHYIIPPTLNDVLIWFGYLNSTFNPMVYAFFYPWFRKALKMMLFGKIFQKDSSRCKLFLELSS
#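 System: CHO-derived RD-HGA16 cells with stable Gα16 and human TAAR1 / Times: 17-24 h plating, Fluo-8 75 min 37 °C, 30 min RT / Technique: calcium-sensitive Fluo-8 signal, excitation 470-495, emission 515-575 nm / Measure: % activation relative to PEA EC100 response / Benchmarks: DMSO and PEA EC100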
# M1 PAM parental: nonselective calcium activators in parental CHO-K1 cells, primary screen, counter-screen for M1 PAM project, cell-based, Fluo-8 calcium fluorescence, full deck, 1536-well | 360,000 compounds, 0.02% hits | AID 602247, 2012 | ATP EC20; 0% at ATP EC20, 100% at ATP max | activation, % at 3 µM;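 active means activation above the run cutoff, the mean activation of all test compounds plus 3 SD, cut at about 40% in these data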;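 further: peak over basal fluorescence ratio in a 140 s read after ATP addition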
# CHO-K1 Ca antag: nonselective inhibitor or artifact in parental CHO-K1 cells | 360,000 compounds, 0.6% hits | ATP-induced calcium, Fluo-8 fluorescence | AID 602250 | inhibition, % at 3 µM;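 active means inhibition above a per-plate cutoff, the plate's mean sample inhibition plus 3 SD, cut at about 24% in these data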;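 further: 0% = DMSO plus EC80 ATP and 100% = DMSO alone without ATP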
# TAAR1 antag: human TAAR1 antagonists, primary screen, Fluo-8 calcium fluorescence, CHO RD-HGA16 cells; antagonist; inhibition, % at 3 µM; 360,000 compounds, 1.5% hits; AID 624466, 2012;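 active means inhibition above a per-plate cutoff, the mean inhibition of test compounds on that plate plus 3 SD, cut at about 49% in these data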;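 further: 0% = DMSO plus EC80 beta-PEA response and 100% = DMSO alone without agonist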
#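 Assay system: RD-HGA16 CHO cells with stable hTAAR1 and Gα16 / Reagent: EC80 β-phenethylamine stimulus / Doses: 3 µM, single point / Timing: dye loading 75 min at 37 °C, then 30 min room temperature / Measured by: Fluo-8 intracellular calcium dye fluorescence, real-time kinetic reads / Controls: vehicle wells and EC80 agonist wells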
# V1R ag counter: agonists of human V1a receptor, primary screen, counter-screen for OXTR agonist project, fluorescence, CHO-V1R cells; Fluo-8 calcium fluorescence, agonist mode; 0% DMSO, 100% 3 nM vasopressin; activation, % at 3 µM; 320,000 compounds, 0.25% hits; AID 2797, 2010; Vasopressin V1a receptor (Homo sapiens), P37288;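 active means activation above the mean activation of all tested compounds plus 3 SD, per screening run, cut at about 20% in these data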;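 further: signal is peak over basal fluorescence ratio across a 100 second FLIPR read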
# Target sequence (P37288 whole entry, looked up): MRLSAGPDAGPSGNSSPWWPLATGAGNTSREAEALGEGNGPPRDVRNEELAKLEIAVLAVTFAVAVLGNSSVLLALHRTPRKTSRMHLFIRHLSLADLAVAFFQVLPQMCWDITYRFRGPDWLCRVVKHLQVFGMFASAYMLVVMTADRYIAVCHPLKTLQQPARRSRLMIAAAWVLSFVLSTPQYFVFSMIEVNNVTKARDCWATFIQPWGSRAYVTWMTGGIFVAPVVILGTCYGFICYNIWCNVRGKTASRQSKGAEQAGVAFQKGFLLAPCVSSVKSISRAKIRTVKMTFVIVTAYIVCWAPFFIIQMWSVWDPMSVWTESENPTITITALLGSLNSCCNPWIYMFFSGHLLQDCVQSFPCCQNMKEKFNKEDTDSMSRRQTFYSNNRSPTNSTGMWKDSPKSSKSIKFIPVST
# CHO-K1 Ca ag: counter-screen for M1 agonists: effect in parental CHO-K1 cells. Fluo-8 calcium fluorescence; scaled to maximal ATP response, vehicle zero. activation, % at 3 µM. 360,000 compounds, 0.48% hits; in the data active means activation above about 15%;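 further: untransfected CHO-K1 host cells lacking M1 receptor as counterscreen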
# M1 ag: human M1 muscarinic receptor agonists, primary screen, Fluo-8 calcium fluorescence, CHO-K1 cells, HTS. Muscarinic acetylcholine receptor M1 (Homo sapiens), P11229. CHO-K1 hM1, agonist mode; 0% DMSO, 100% acetylcholine EC100. activation, % at 3 µM. 360,000 compounds, 0.33% hits;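 active means activation above the run's mean compound activation plus 3 SD, cut at about 16% in these data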;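 further: peak over basal fluorescence ratio within a 140 s kinetic read after compound addition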
# The depositor's hits bear a star; x = no result given.
SMILES,CHO parental Ca,OXTR potentiator,TAAR1 agonist,M1 PAM parental,CHO-K1 Ca antag,TAAR1 antag,V1R ag counter,CHO-K1 Ca ag,M1 ag
COc1ccc(CCNC(=O)CNS(=O)(=O)c2cccs2)cc1OC,-10,-1,6,-3,-6,-8,0.2,-0.1,-2
O=C(OCc1ccccc1)c1cccnc1Cl,2,-4,0,12,-7,-16,-0.3,0.7,-6
COc1ccc(Sc2ccc(NC(=O)c3cccc(Cl)c3)cc2C#N)cc1,x,x,1,9,-1,49*,x,0.1,-1
CCOC(=O)N1CCN(S(=O)(=O)c2cn(C)c(=O)n(C)c2=O)CC1,-3,-6,1,-10,2,-10,1.1,0.8,-2
C[C@H]1CN([C@@H](C)CO)C(=O)CCCn2cc(nn2)CO[C@@H]1CN(C)C(=O)Nc1ccc(N2CCCCC2)cc1,x,x,3,10,-7,-18,x,0.5,-5
CCOc1ccc2nc(NC3=NC(C)(C)C=C(C)N3)nc(C)c2c1,-16,-9,11,4,-4,1,-0.9,-0.1,-5
CC1CCN(C(=O)CSc2nnc(Cc3cccn3C)n2CCc2ccccc2)CC1,-29,-6,1,1,10,19,-0.1,0.8,-10
S=c1[nH]nc(CCc2ccccc2)n1-c1ccccc1,-10,5,0,-4,-2,-18,0.6,0.6,-7
Cc1cc(F)ccc1NCc1ccncc1,-12,1,-2,7,-24,-3,-0.2,1.0,-3
O=C(NCc1cccs1)c1ccccc1F,-5,8,10,18,-1,9,0.1,1.1,-4
CCCS(=O)(=O)NC(=O)C1(C)CCCN(C(=O)c2ccc3ccccc3n2)C1 (configuration not stated),x,x,3,0,20,-5,x,0.0,-2
O=C1NC(=O)C(c2ccccc2)N1 (configuration not stated),x,x,7,15,-12,-20,x,0.7,1
COc1ccc(C2=NN(S(C)(=O)=O)C(c3cccs3)C2)cc1OC (configuration not stated),-6,-6,2,3,3,1,2.1,0.5,-6
CC12CN3CC(C)(CN(C1)C3c1ccc3c(c1)OCO3)C2=O (configuration not stated),x,x,4,11,-9,-6,x,0.4,-5
COCc1cc(C)n(CC(=O)Nc2ccc(Cl)cc2Cl)c(=O)c1C#N,-3,2,3,8,-14,-6,1.1,0.2,0
C/C(=C\C(=O)c1cccnc1)Nc1ccc(C)c(C)c1,-7,-4,16,-12,6,-12,0.2,-0.1,-2
CC(=O)Nc1ccc(S(=O)(=O)NCC(=O)NNC(=O)COc2c(C)cccc2C)cc1,-4,-1,2,15,-9,-5,0.6,5.1,-5
COc1cc(C(=O)NNC(=O)CCOc2ccccc2C)cc(OC)c1OC,-2,-4,2,8,-7,8,-0.6,0.0,0
CNC(=O)C(=O)Nc1cc2c3c(c1)CCN3C(=O)CC2,-13,-1,3,-7,-5,-9,0.6,0.6,-2
CCOC(=O)C1(C)CCN1C(=O)c1cccnc1Oc1ccccc1 (configuration not stated),x,x,6,2,5,-4,x,0.6,2
COCCNC(=O)c1cc(-c2ccc(OC)c(OC)c2)on1,-7,0,3,-1,-1,6,0.0,0.0,-2
CCCCN(CC)CCCNC(=O)CN1C(=O)CSc2ccc(S(=O)(=O)N3CCOCC3)cc21,9,0,5,-7,0,2,0.6,0.2,-16
CCCCCCCCCCCC(=O)NC(Cc1ccc(OC)c([N+](=O)[O-])c1)C(=O)O (configuration not stated),7,-2,3,10,4,-3,-0.2,11,-1
CCc1ccc(N2C(=O)CC(N3CCN(c4ccccn4)CC3)C2=O)cc1 (configuration not stated),-44,-4,-1,13,-6,-3,0.5,0.9,-5
COc1ccc(/C=N/NC(=O)c2[nH]c3ccc(Br)cc3c2-c2ccccc2)c(C(=O)O)c1OC,-21,-6,-1,19,-15,7,1.7,0.4,-3
CC(c1ccccc1)N1C(=O)CC(Sc2ncccc2C(=O)O)C1=O (configuration not stated),3,-7,6,8,-1,-6,0.5,0.5,-2
Cn1cc(S(=O)(=O)Nc2ccc(Br)cc2F)c(=O)n(C)c1=O,-8,0,2,-9,3,-11,1.0,-0.4,-3
C=CCS(=O)(=O)N1CCCC(C(=O)c2cccc(Cl)c2)C1 (configuration not stated),4,-1,7,2,-3,-19,-0.9,1.9,-5
CNC(=S)N(Cc1ccc(OC)cc1)C1CC(=O)N(c2ccc(OC)cc2)C1=O (configuration not stated),10,-13,13,-8,19,-5,7.4,0.3,-1
N#CC(=Cc1ccc(-c2ccccc2)cc1)C(=O)c1ccccc1,x,x,0,1,8,26,x,0.8,-3
C=C(C)c1cccc(C(C)(C)NC(=O)NCCN(CC)CC)c1,5,-5,0,14,-11,-1,-0.7,0.8,-5
Nc1cc(=O)[nH]c(SCc2cccc3ccccc23)n1,-11,-18,11,0,-5,19,9.8,13,2
CCOC(=O)Cc1csc(NC(=O)CCCCCN2C(=O)c3cccc4cccc(c34)C2=O)n1,-25,-12,11,15,-6,8,0.3,0.3,-2
Cc1ccc(OCC(=O)N2CCN(C(=O)CCC3CCCC3)CC2)cc1,-25,-7,x,2,-1,x,1.4,0.4,-4
CN(CC(=O)NNC(=O)CNC(=O)c1ccccc1F)S(=O)(=O)c1ccc(Cl)cc1,5,3,1,8,-15,-24,0.1,0.0,0
Cc1ccc(-n2c(SCC(=O)NC3CCS(=O)(=O)C3)nc3ccccc3c2=O)cc1C (configuration not stated),-31,-3,0,-7,0,-14,-0.7,0.7,-4
O=c1[nH][nH]c(=O)c2nc(Nc3ccccc3)ncc12,x,x,1,7,3,-6,x,0.3,0
CCn1cc(C(=O)NCCC(C)C)c(=O)c2cc(S(=O)(=O)N3CCCCC3)ccc21,-25,-6,x,-26,-1,x,0.8,0.3,2
CC(C)(C)OC(=O)N1CCC[C@H]1C(=O)N/N=C/c1cccc2cccnc12,-12,-4,-1,-1,-5,5,-0.3,0.8,0
Cc1ccc(F)cc1NC(=O)CN1C(=O)NC(C)(c2ccc3c(c2)OCCO3)C1=O (configuration not stated),-1,-9,23,9,-6,11,6.2,4.7,12

# Profiles, quoted from the list. Order of screens: CHO parental Ca, OXTR potentiator, TAAR1 agonist, M1 PAM parental, CHO-K1 Ca antag, TAAR1 antag, V1R ag counter, CHO-K1 Ca ag, M1 ag
# `C/C(=C\C(=O)c1cccnc1)Nc1ccc(C)c(C)c1` as listed: -7, -4, 16, -12, 6, -12, 0.2, -0.1, -2
# `COc1ccc(C2=NN(S(C)(=O)=O)C(c3cccs3)C2)cc1OC` (configuration not stated) as listed: -6, -6, 2, 3, 3, 1, 2.1, 0.5, -6

# (further entries)
SMILES,CHO parental Ca,OXTR potentiator,TAAR1 agonist,M1 PAM parental,CHO-K1 Ca antag,TAAR1 antag,V1R ag counter,CHO-K1 Ca ag,M1 ag
COn1c(=O)c(=O)n(O)c2ccccc21,-7,-7,7,-7,10,12,0.0,-0.2,-1
COc1cccc(NC(=O)c2ccc3nc(C)c(N(C)Cc4ccc(NC(C)=O)cc4)n3c2)c1,x,x,2,-10,8,0,x,0.8,-5
CC(C)(C)c1ccc(OCCCC(=O)NNC(=O)c2ccccc2O)cc1,13,-18,4,6,-5,0,8.7,8.9,2
CCOCc1cnc(C)nc1NCC(=O)c1c(C)[nH]c2ccccc12,0,2,1,1,5,-1,1.3,0.3,-5
CCOC(=O)c1ccc(NC(=O)CSc2nnc(COc3ccccc3OC)n2CC)cc1,-9,-7,3,16,-6,-2,-0.4,0.8,-4

# 13 entries from above, with two lines to a compound.
# Value order: CHO parental Ca	OXTR potentiator	TAAR1 agonist	M1 PAM parental	CHO-K1 Ca antag	TAAR1 antag	V1R ag counter	CHO-K1 Ca ag	M1 ag
CCOC(=O)Cc1csc(NC(=O)CCCCCN2C(=O)c3cccc4cccc(c34)C2=O)n1
    -25	-12	11	15	-6	8	0.3	0.3	-2
Cc1ccc(OCC(=O)N2CCN(C(=O)CCC3CCCC3)CC2)cc1
    -25	-7	x	2	-1	x	1.4	0.4	-4
CN(CC(=O)NNC(=O)CNC(=O)c1ccccc1F)S(=O)(=O)c1ccc(Cl)cc1
    5	3	1	8	-15	-24	0.1	0.0	0
Cc1ccc(-n2c(SCC(=O)NC3CCS(=O)(=O)C3)nc3ccccc3c2=O)cc1C (configuration not stated)
    -31	-3	0	-7	0	-14	-0.7	0.7	-4
O=c1[nH][nH]c(=O)c2nc(Nc3ccccc3)ncc12
    x	x	1	7	3	-6	x	0.3	0
CCn1cc(C(=O)NCCC(C)C)c(=O)c2cc(S(=O)(=O)N3CCCCC3)ccc21
    -25	-6	x	-26	-1	x	0.8	0.3	2
CC(C)(C)OC(=O)N1CCC[C@H]1C(=O)N/N=C/c1cccc2cccnc12
    -12	-4	-1	-1	-5	5	-0.3	0.8	0
Cc1ccc(F)cc1NC(=O)CN1C(=O)NC(C)(c2ccc3c(c2)OCCO3)C1=O (configuration not stated)
    -1	-9	23	9	-6	11	6.2	4.7	12
COn1c(=O)c(=O)n(O)c2ccccc21
    -7	-7	7	-7	10	12	0.0	-0.2	-1
COc1cccc(NC(=O)c2ccc3nc(C)c(N(C)Cc4ccc(NC(C)=O)cc4)n3c2)c1
    x	x	2	-10	8	0	x	0.8	-5
CC(C)(C)c1ccc(OCCCC(=O)NNC(=O)c2ccccc2O)cc1
    13	-18	4	6	-5	0	8.7	8.9	2
CCOCc1cnc(C)nc1NCC(=O)c1c(C)[nH]c2ccccc12
    0	2	1	1	5	-1	1.3	0.3	-5
CCOC(=O)c1ccc(NC(=O)CSc2nnc(COc3ccccc3OC)n2CC)cc1
    -9	-7	3	16	-6	-2	-0.4	0.8	-4
